MLLE-PAM2 inh = inhibitors of microRNA-mediated deadenylation, human PABP1 MLLE binding | P11940 | GST-MLLE / FITC-PAM2 fluorescence polarization | inhibition, % at 20 µM | 360,000 tested, 0.36% active; in the data active means inhibition above about 35%, passing the limit was not always enough;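 further: plate controls were DMSO wells with GST-MLLE for no effect and wells lacking GST-MLLE protein for full effect; some results filed as inactive read as strong as hits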
Target sequence (P11940 whole entry, looked up): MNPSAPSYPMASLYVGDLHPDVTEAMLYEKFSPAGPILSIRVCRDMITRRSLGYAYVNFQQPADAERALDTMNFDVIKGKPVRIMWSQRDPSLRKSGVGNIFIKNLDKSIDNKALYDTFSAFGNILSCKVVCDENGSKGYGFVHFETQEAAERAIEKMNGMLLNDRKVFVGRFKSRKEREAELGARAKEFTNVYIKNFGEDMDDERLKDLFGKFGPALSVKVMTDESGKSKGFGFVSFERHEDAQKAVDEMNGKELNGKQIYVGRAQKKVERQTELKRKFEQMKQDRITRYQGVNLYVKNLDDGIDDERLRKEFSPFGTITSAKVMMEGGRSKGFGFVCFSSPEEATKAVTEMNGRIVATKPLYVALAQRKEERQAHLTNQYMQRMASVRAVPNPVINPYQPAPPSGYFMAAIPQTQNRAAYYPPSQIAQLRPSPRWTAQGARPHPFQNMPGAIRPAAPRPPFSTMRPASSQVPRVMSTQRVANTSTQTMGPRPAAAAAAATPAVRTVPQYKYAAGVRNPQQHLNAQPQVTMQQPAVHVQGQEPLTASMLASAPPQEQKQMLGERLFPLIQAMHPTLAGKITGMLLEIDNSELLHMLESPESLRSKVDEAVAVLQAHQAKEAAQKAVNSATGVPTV
Rin1-Abl PPI inh = human Rin1-Abl interaction inhibition. AID 588664. P00519+Q13671. 360,000 tested, 0.4% active. TR-FRET Rin1/Abl binding, biochemical. inhibition, % at 7.35 µM; in the data active means inhibition above about 5%, passing the limit was not always enough
MsrA inh = inhibits bovine methionine sulfoxide reductase A. purified bovine MsrA, absorbance read-out. inhibition, % at 15.5 µM. 360,000 tested, 0.75% active; in the data active means inhibition above about 4.5%;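 further: 0% = vehicle wells with enzyme and 100% = reference inhibitor wells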
bovine MsrA act = bovine methionine sulfoxide reductase A activation; activation, % at 10.6 µM; 360,000 tested, 0.3% active; AID 602163; purified bovine MsrA, absorbance read-out; in the data active means activation above about 7.5%;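 further: 0% = vehicle and 100% = reference activator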
CSN inh = inhibitors of human CSN-mediated cullin deneddylation | Purified CSN, SCF-Nedd8-OG deneddylation, fluorescence polarization | 360,000 tested, 0.38% active | Q92905 | inhibition, % at 12.5 µM;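 active means pattern-corrected inhibition above about 35%, with an unprinted fluorescence ratio check between 0.5 and 1.5, limit read from the data, passing the limit was not always enough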;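 further: 0% = enzyme with substrate and 100% = substrate without enzyme; some results filed as inactive read as strong as hits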
Target sequence (Q92905 whole entry, looked up, one chain of several): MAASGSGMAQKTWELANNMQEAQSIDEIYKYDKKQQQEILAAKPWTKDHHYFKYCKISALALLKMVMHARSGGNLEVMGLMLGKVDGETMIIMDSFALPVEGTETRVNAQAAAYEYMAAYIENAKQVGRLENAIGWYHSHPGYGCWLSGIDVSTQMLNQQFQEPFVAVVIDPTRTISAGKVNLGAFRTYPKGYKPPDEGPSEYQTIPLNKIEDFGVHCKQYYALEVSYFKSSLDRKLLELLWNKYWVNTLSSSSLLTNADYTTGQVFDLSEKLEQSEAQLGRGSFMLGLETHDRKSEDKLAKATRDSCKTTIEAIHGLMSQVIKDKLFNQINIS
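Assay system: HEK293T-derived human Csn5 enzyme; quantity: 0.24 nM enzyme; medium: Tris/NaCl/DTT buffer, pH 7.5; also added: substrate SCFSkp2-Nedd8OG, 10 nM; doses: 12.5 µM compound; schedule: 90 min reaction at room temperature; signal: FP; read-out: % inhibition of substrate cleavage by Csn5; benchmarks: substrate-only high control, full reaction low control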
FAS TE block = FAS thioesterase (human) inhibition; P49327; recombinant FAS-TE, OMFH fluorogenic substrate, fluorescence endpoint; inhibition, % at 15 µM; 360,000 tested, 0.67% active; AID 602261;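 active means compounds whose normalised, plate-corrected inhibition of enzyme fluorescence in the single-dose primary screen is 50% or more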;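 further: 0% = DMSO with enzyme and 100% = substrate without enzyme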
Rpn11 inh = Rpn11 (human) deubiquitinase inhibition | O00487 | human 26S proteasome, Ub4-pepOG fluorescence polarization; 20S core pre-blocked with epoxomicin | calls only at 20 µM | 360,000 tested, 0.59% active | AID 588493;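 active means inhibition at 20 µM, scaled to each plate's controls, above about 33%, limit read from the data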
MT1-MMP act inh = blocks activation of human MT1-MMP | P50281 | HT1080 RFP-PRO-GFP cells, GFP/RFP ratio fluorescence, overnight; percent of plate control window, DMSO zero | GFP/RFP ratio change, % at 20 µM | 360,000 tested, 0.061% active;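 active means GFP/RFP ratio change of at least 30% with cell ATP level not reduced by more than half and red fluorescence within 50% of control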; further: strong numbers were not always called active
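Assay system – RFP-PRO-GFP reporter HT1080 cells · Compound dosing – single dose of 20 µM compound, 1% DMSO final · Incubation – overnight compound exposure at 37 °C · Measure – GFP/RFP fluorescence ratio · Benchmarks – DMSO wells and RFP-L50D-GFP cells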
eLon inh = inhibits E. coli Lon protease. 360,000 tested, 0.42% active. purified E. coli Lon protease, fluorescence polarization. inhibition, % at 7.94 µM. P0A9M0; in the data active means inhibition above about 13%, passing the limit was not always enough;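 further: 0% = enzyme with probe and DMSO and 100% = no enzyme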
Active calls of the source: *; i = inactive; / = no result given; + = active, no number.

#	molecule	MLLE-PAM2 inh	Rin1-Abl PPI inh	MsrA inh	bovine MsrA act	CSN inh
1	CCOC(=O)c1cnc(SCC(=O)OCC(=O)NC2CCS(=O)(=O)C2)nc1N (centres undefined)	-17	-4	1.0	-9	0
2	CC1(c2nnc(Cc3ccccc3)o2)CC(c2ccc(OC(F)(F)F)cc2)=NO1 (centres undefined)	0	5	-0.2	1	-3
3	Cn1cnnc1SCC(=O)Nc1ccc2c(c1)CCC2	-8	-4	-0.7	3	0
4	COc1ccc(C2/C(=C(/O)c3ccccc3)C(=O)C(=O)N2c2ccccn2)cc1 (centres undefined)	0	-3	2.3	-7	4
5	CN(C)CCN1CCN(C2CN(Cc3cn(Cc4ccc(Cl)cc4)nn3)S(=O)(=O)C2)CC1 (centres undefined)	/	/	-1.0	1	-6
6	COc1cc(/C=C2/C(=O)NN(c3ccc(F)cc3)C2=O)cc([N+](=O)[O-])c1O	-14	-7	3.8	-5	1
7	CCCCNC(=O)N1CCN(C(=O)C2CCCO2)CC1 (centres undefined)	1	-1	0.2	-4	4
8	O=C(COC(=O)CNC(=O)c1ccccc1)Nc1ccc(S(=O)(=O)N2CCOCC2)cc1	12	2	-0.6	4	1
9	CCOC(=O)c1c(NC(=O)/C=C/C(=O)O)sc(C)c1-c1ccc(Cl)cc1	12	-1	1.0	-4	5
10	CC1(C)C(=O)Nc2ccccc2N1C(=O)COC(=O)C12CC3CC(CC(O)(C3)C1)C2	-17	-3	2.5	-2	1
11	Cc1nn(Cc2ccccc2)c(C)c1C(=O)NCCN1C(=O)S/C(=C\c2ccccc2)C1=O	-9	-1	-0.3	-3	4
12	COc1ccc(C(C#N)=Cc2ccc(OC)c(OC)c2)cc1	-1	1	0.1	-2	2

#	FAS TE block	Rpn11 inh	MT1-MMP act inh	eLon inh
1	-6	i	2	1
2	18	i	5	12
3	-2	i	3	-5
4	-1	i	0	7
5	-12	/	5	0
6	-1	i	3	7
7	-9	i	/	7
8	-4	i	3	3
9	2	i	-7	8
10	3	i	-5	4
11	8	i	-4	0
12	28	i	-3	-4

More results.
#	molecule	MLLE-PAM2 inh	Rin1-Abl PPI inh	MsrA inh	bovine MsrA act	CSN inh
13	CCN(CC(=O)NCc1ccc(F)cc1)C(=O)COc1ccccc1[N+](=O)[O-]	2	1	-0.5	0	-4
14	CCOc1ccc(/C=N/NC(=O)C(=O)NCc2ccco2)cc1	-5	-2	1.5	-6	3
15	CN1CCN(c2nc3c(c(=O)n(C)c(=O)n3C)n2Cc2ccc(Cl)cc2)CC1	-6	2	-1.7	-1	1
16	Nc1c(C(=O)O)sc2nc(-c3ccccc3)cc(-c3ccc(F)cc3)c12	-46	-5	-1.1	-2	8
17	CCN(C(=O)COC(=O)/C=C/c1ccco1)C1CCCCC1	10	-3	1.0	-2	10
18	COc1ccc(/C=N/NC(=O)CN2CCSCC2)c(OC)c1	2	1	0.8	-6	-13
19	Cn1c(=O)c2cc(S(=O)(=O)NC(C(=O)NC3CCCCC3)c3ccccc3)ccc2n(C)c1=O (centres undefined)	0	-1	-0.3	-1	-1
20	CC(C)C(=O)NC(NC(=S)NC1CCS(=O)(=O)C1)C(Cl)(Cl)Cl (centres undefined)	4	1	-0.9	0	2
21	O=C(/C=C/c1cccnc1)c1ccccc1O	9	-1	1.0	-8	2
22	O=C(Nc1ccc(Cl)cn1)C1CCN(S(=O)(=O)c2cccs2)CC1	4	0	1.9	-2	1
23	COc1ccc(CNC(=O)C2CCN(S(=O)(=O)c3cccnc3)CC2)cc1	6	4	-0.4	-4	1
24	CN(C)CCNC(=O)c1sc2cccc(F)c2c1Cl	-6	0	1.5	-4	-8

#	FAS TE block	Rpn11 inh	MT1-MMP act inh	eLon inh
13	-4	i	-1	-15
14	-10	i	-7	-12
15	-5	i	-7	-5
16	2	/	-34	1
17	1	i	-3	-9
18	-8	i	-1	-5
19	3	i	2	-3
20	-7	i	-1	-2
21	0	i	-3	-2
22	5	i	-1	13
23	-5	i	0	-2
24	-3	i	2	5

(list continues)
#	molecule	MLLE-PAM2 inh	Rin1-Abl PPI inh	MsrA inh	bovine MsrA act	CSN inh
25	O=C(CN1C(=O)/C(=C2/SC(=S)N(CCS(=O)(=O)O)C2=O)c2ccccc21)Nc1cccc(C(F)(F)F)c1	14	3	-1.3	-4	17
26	Cc1cc(C)nc(SC2CC(=O)N(c3ccc(C)c(C)c3)C2=O)n1 (centres undefined)	1	2	-1.0	-4	1
27	O=S1(=O)N[C@@H](Cc2ccccc2)COc2cc(N3CC[C@H](O)C3)ccc21	/	/	0.4	-3	0
28	Cc1ccc(NC(=O)CNC(=O)c2ccc(C)s2)nc1	-4	0	1.0	0	4
29	O=C(O)c1cccc(S(=O)(=O)N2CCN(Cc3ccc4c(c3)OCO4)CC2)c1	-3	1	1.5	-3	0
30	N#CCc1nn2c3c(cnc2c1C#N)C(=O)CCC3	10	0	0.9	0	-1
31	COc1ccccc1CNC(=O)COC(=O)c1ccccn1	-7	-1	-1.0	-2	3
32	O=C1/C(=C\c2ccc(Br)cc2)SC(=S)N1NS(=O)(=O)c1ccccc1	10	1	0.4	1	11
33	Cn1c2ccccc2c(=O)c2c(=O)n(-c3ccc(F)cc3)c(-c3cccs3)nc21	-11	0	0.9	0	7
34	CCCCNC(=O)C1(C)CCN1C(=O)c1cc2ccccc2s1 (centres undefined)	-2	3	-0.1	-5	0
35	O=C(O)CS(=O)(=O)CC(=O)O	-9	0	-0.9	1	4
36	Cc1ccccc1-n1c(C)nnc1SCC(=O)NNC(=O)c1ccccc1	11	4	0.1	-2	-9

#	FAS TE block	Rpn11 inh	MT1-MMP act inh	eLon inh
25	5	i	1	9
26	-2	i	-5	-10
27	-9	/	4	-22
28	-4	i	-3	-7
29	-4	i	-6	0
30	14	i	-11	-26
31	-6	i	-1	6
32	28	i	3	-3
33	7	i	3	3
34	-7	i	-2	6
35	-6	i	-2	11
36	-10	i	1	3

Sorted by value in CSN inh (descending): three of the compounds above
No.	smiles	MLLE-PAM2 inh	Rin1-Abl PPI inh	MsrA inh	bovine MsrA act	CSN inh	Rpn11 inh	MT1-MMP act inh	eLon inh
17	CCN(C(=O)COC(=O)/C=C/c1ccco1)C1CCCCC1	10	-3	1.0	-2	10	i	-3	-9
35	O=C(O)CS(=O)(=O)CC(=O)O	-9	0	-0.9	1	4	i	-2	11
26	Cc1cc(C)nc(SC2CC(=O)N(c3ccc(C)c(C)c3)C2=O)n1 (centres undefined)	1	2	-1.0	-4	1	i	-5	-10

Fetched one by one from the list above (5):
#	molecule	MLLE-PAM2 inh	Rin1-Abl PPI inh	MsrA inh	bovine MsrA act	CSN inh
31	COc1ccccc1CNC(=O)COC(=O)c1ccccn1	-7	-1	-1.0	-2	3
18	COc1ccc(/C=N/NC(=O)CN2CCSCC2)c(OC)c1	2	1	0.8	-6	-13
24	CN(C)CCNC(=O)c1sc2cccc(F)c2c1Cl	-6	0	1.5	-4	-8
35	O=C(O)CS(=O)(=O)CC(=O)O	-9	0	-0.9	1	4
7	CCCCNC(=O)N1CCN(C(=O)C2CCCO2)CC1 (centres undefined)	1	-1	0.2	-4	4

#	FAS TE block	Rpn11 inh	MT1-MMP act inh	eLon inh
31	-6	i	-1	6
18	-8	i	-1	-5
24	-3	i	2	5
35	-6	i	-2	11
7	-9	i	/	7

The listing continues.
#	molecule	MLLE-PAM2 inh	Rin1-Abl PPI inh	MsrA inh	bovine MsrA act	CSN inh
37	CCOC(=O)C1(C)CCCN(C(=O)c2cccc3ccccc23)C1 (centres undefined)	17	-8	0.8	-6	-3
38	Clc1cccc(/C=N/N2CCN(Cc3ccccc3)CC2)c1	11	3	0.6	-14	2
39	COc1ccc(C(=O)N2CCCCC2c2cc(C(=O)Nc3ccc(OC)cc3C)no2)cc1 (centres undefined)	12	-4	0.0	1	-3
40	C[C@H](c1ccccc1)N1C[C@H](COCc2ccccc2)Oc2cc(N3CCC[C@H]3C(N)=O)ccc2S1(=O)=O	/	/	1.4	-11	2
41	Cc1ccc(Cn2c(SCC(=O)N/N=C/c3ccc(C)o3)nc3ccccc32)cc1	-83	-1	0.2	0	1
42	COC(=O)C1=CNC=C(C(=O)OC)C1c1cccc(OC)c1	-3	-1	0.2	-4	3
43	COC(=O)CNC(=O)CSc1nnc(C)c(=O)[nH]1	-11	-1	0.9	-3	-13
44	C[C@@H]1CN([C@@H](C)CO)C(=O)c2cc(C#Cc3ccccc3)cnc2O[C@H]1CN(C)C(=O)c1ccccc1F	-7	2	-0.2	-2	5
45	Cc1cc(Cl)ccc1OCC(=O)NNC(=O)c1cccs1	-3	0	0.4	-4	3
46	CCCCCn1nc(C(=O)OCC(=O)c2c(N)n(C)c(=O)n(C)c2=O)c2ccccc2c1=O	-18	1	1.3	-7	8
47	N#Cc1ccccc1NC(=O)COC(=O)c1c[nH]c2ccccc12	-9	4	-0.2	-9	-5
48	O=C(c1sccc1-c1ccccc1)N1CCN(S(=O)(=O)c2ccccc2F)CC1	-2	2	0.6	-7	0

#	FAS TE block	Rpn11 inh	MT1-MMP act inh	eLon inh
37	-8	i	2	6
38	23	i	10	-3
39	5	i	11	5
40	0	/	2	-7
41	16	i	1	3
42	-7	i	-1	-9
43	-22	i	4	-5
44	-1	i	2	-2
45	-1	i	-4	-4
46	15	i	3	0
47	-4	i	-2	4
48	16	i	0	-18

Next results:
#	molecule	MLLE-PAM2 inh	Rin1-Abl PPI inh	MsrA inh	bovine MsrA act	CSN inh
49	O=c1oc2ccccc2n1CCc1ccccc1	-3	0	-0.2	-9	-1
50	Nc1nc(N2CCCCC2)nc(N2CCCCC2)n1	-4	-1	0.5	-1	-3
51	Cc1[nH]c(=O)[nH]c(=O)c1/C=C/C(=O)O	3	-2	1.0	-4	2
52	COc1ccc(OC)c(Nc2ncnc3ccc(Br)cc23)c1	7	0	0.8	-2	-1
53	COc1ccc(CN2CCC(C(N)=O)CC2)cc1OCc1ccccc1	-17	4	0.1	-3	-2
54	O=C(/C(=C(\[O-])c1ccccc1)[n+]1ccc2ccccc2c1)c1ccccc1	-33	1	-0.4	-7	7
55	COc1ccc(NC(=O)CSc2nc(O)cc(=O)n2-c2ccc(OC)cc2)cc1	2	-3	0.0	-3	3
56	O=C(CCC(=O)Nc1ccccc1Cl)N/N=C/c1c[nH]c2ccccc12	-4	0	-0.2	0	0
57	CCO[C@H]1OC(C(=O)N2CCOCC2)=C[C@@H](c2ccc(C(F)(F)F)cc2)[C@@H]1CCCO	-6	4	0.5	-9	-3
58	COc1ccc(-n2ccc(-c3nn(-c4cccc(C(F)(F)F)c4)ccc3=O)n2)cc1	-7	-3	2.4	1	-3
59	O=C(Nc1ccc(Cl)cc1)OCc1cc(-c2ccccc2)on1	13	-4	0.0	1	8
60	Cc1nc2ccccc2c2nc(NC(=O)C(F)(F)F)nn12	3	-4	-0.9	4	0

#	FAS TE block	Rpn11 inh	MT1-MMP act inh	eLon inh
49	-1	i	-3	-1
50	-4	i	-3	0
51	-3	i	0	-2
52	0	i	-14	-4
53	-5	i	-2	-8
54	-6	+	-12	-59
55	-2	i	1	-2
56	0	i	0	-14
57	-7	i	-4	4
58	6	i	0	1
59	12	i	4	-5
60	-3	i	-1	-13

Entries above printed as active in Rpn11 inh.
cpd	Molecule	MLLE-PAM2 inh	Rin1-Abl PPI inh	MsrA inh	bovine MsrA act	CSN inh	Rpn11 inh	MT1-MMP act inh	eLon inh
54	O=C(/C(=C(\[O-])c1ccccc1)[n+]1ccc2ccccc2c1)c1ccccc1	-33	1	-0.4	-7	7	+	-12	-59
